Source: PubChem
PME-1 primary = blocks human protein phosphatase methylesterase 1 | inhibition, % at 5.9 µM | 320,000 compounds, 0.53% hits | recombinant PME-1, FP-Rh probe fluorescence polarization;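 active = inhibition above the campaign mean of all compounds plus 3 SD, cut at about 26% in these data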;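 note: competitive labeling of PME-1 active site by serine hydrolase directed probe; 0% = PME-1 with DMSO and 100% = wells lacking PME-1 enzyme; inhibitors block probe labeling so polarization falls and inhibition rises; many of its hits are not listed in these tables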
Target sequence (Q9Y570 whole entry, looked up): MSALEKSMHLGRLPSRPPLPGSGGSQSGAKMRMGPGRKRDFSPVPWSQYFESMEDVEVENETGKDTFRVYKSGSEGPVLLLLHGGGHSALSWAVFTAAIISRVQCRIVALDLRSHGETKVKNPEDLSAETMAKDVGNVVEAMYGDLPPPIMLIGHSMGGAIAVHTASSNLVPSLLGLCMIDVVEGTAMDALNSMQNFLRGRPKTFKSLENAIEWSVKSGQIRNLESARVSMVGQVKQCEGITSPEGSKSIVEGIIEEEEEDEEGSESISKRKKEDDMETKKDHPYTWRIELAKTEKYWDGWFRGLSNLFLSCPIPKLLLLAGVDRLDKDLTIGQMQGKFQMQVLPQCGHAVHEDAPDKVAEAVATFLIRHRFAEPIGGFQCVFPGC
pPAFAH inh = pPAFAH (human) enzyme inhibition; AID 463082; inhibition, % at 3.39 µM; 330,000 compounds, 1.5% hits; Q13093; recombinant pPAFAH, FP-rhodamine probe fluorescence polarization;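 active = inhibition above the mean inhibition across the screen plus 3 SD, cut at about 25% in these data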;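 note: inhibitors block binding of the rhodamine activity-based probe so polarization drops; 0% = enzyme with DMSO and 100% = wells lacking pPAFAH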
PAFAH1B3 FP inh = PAFAH1B3 (human) inhibition | Q15102 | recombinant PAFAH1B3, FP-rhodamine probe, fluorescence polarization | inhibition, % at 3.39 µM | 340,000 compounds, 0.28% hits;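 active = inhibition above the screen-wide average of all tested compounds plus 3 SD, cut at about 25% in these data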;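 note: 0% = enzyme with DMSO only and 100% = wells lacking PAFAH1B3 protein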
PAFAH2 inh = inhibitors of human PAFAH2. AID 492956. recombinant PAFAH2, FP-rhodamine activity probe, fluorescence polarization. 340,000 compounds, 0.99% hits. inhibition, % at 3.39 µM. Q99487;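 active = inhibition above the mean over all tested compounds plus 3 SD, cut at about 30% in these data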;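 note: inhibitors block probe labeling of enzyme so polarization drops; 0% = enzyme with DMSO and 100% = wells lacking PAFAH2 protein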
PAD4 inh = inhibitors of human PAD4 | recombinant PAD4, RCA probe fluorescence polarization | inhibition, % at 6.36 µM | 330,000 compounds, 0.41% hits | AID 485272;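 active = percent inhibition above a cutoff equal to the mean of all tested compounds plus 3 SD, cut at about 15% in these data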;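 note: 0% = PAD4 with RCA probe and DMSO and 100% = probe without PAD4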
GSTO1 inh = GSTO1 inhibition, counter-screen for RBBP9 inhibitors; recombinant GSTO1, activity-based probe fluorescence polarization; inhibition, % at 5.96 µM; 300,000 compounds, 1.1% hits;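 active = inhibition above the campaign mean inhibition plus 3 SD, cut at about 35% in these data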;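 note: 0% = GSTO1-1 with DMSO and 100% = wells lacking GSTO1-1 enzyme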
Target sequence (P78417 whole entry, looked up): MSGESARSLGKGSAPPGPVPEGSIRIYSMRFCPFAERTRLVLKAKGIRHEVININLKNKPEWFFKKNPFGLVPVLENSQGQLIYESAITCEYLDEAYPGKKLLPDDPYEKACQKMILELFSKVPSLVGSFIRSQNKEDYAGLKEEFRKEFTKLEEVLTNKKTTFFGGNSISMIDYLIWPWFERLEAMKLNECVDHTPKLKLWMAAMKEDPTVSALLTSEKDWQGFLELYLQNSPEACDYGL
Fam108B inh = blocks mouse Fam108B hydrolase in RBBP9 counter-screen. recombinant Fam108B, FP-Rh probe fluorescence polarization. inhibition, % at 9.51 µM. 300,000 compounds, 0.33% hits;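 active = inhibition above the screen mean inhibition plus 3 SD, computed separately per campaign, cut at about 18% in these data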;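 note: inhibitors lower polarization as less probe binds the enzyme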
LYPLA1 counter = blocks human lysophospholipase 1, a PME1 counter-screen | inhibition, % at 5.9 µM | O75608 | 320,000 compounds, 0.16% hits | recombinant LYPLA1, FP-Rh probe fluorescence polarization;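 active = inhibition above the mean of all tested compounds plus 3 SD, set per campaign, cut at about 14% in these data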;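 note: inhibitors block serine hydrolase probe labeling of LYPLA1 so polarization falls; 0% = enzyme with DMSO and 100% = wells lacking LYPLA1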
Target sequence (O75608 whole entry, looked up): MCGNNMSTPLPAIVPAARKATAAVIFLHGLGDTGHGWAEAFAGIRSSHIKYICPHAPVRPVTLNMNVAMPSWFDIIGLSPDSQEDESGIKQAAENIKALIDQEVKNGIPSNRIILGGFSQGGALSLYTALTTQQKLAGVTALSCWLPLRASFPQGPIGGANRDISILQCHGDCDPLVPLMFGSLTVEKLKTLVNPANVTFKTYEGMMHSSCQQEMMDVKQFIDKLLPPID
PAFAH1B2 inh = blocks human PAF acetylhydrolase 1b catalytic subunit 2. inhibition, % at 3.39 µM. AID 492953. recombinant PAFAH1B2, FP-rhodamine activity probe, fluorescence polarization. 340,000 compounds, 1.2% hits. P68402;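 active = inhibition above the mean of all tested compounds plus 3 SD, cut at about 24% in these data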;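 note: 0% = enzyme with DMSO and 100% = wells lacking PAFAH1B2; many of its hits are not listed in these tables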
* hit, by the source's call; / = not tested or not shown. Only part of the results is shown; count on the stated rates, not on these rows.

SMILES	PME-1 primary	pPAFAH inh	PAFAH1B3 FP inh	PAFAH2 inh	PAD4 inh	GSTO1 inh	Fam108B inh	LYPLA1 counter	PAFAH1B2 inh
O=C(O)c1cccc(S(=O)(=O)Nc2ccc(N3CCCCC3)cc2)c1	/	27*	16	-2	0	/	/	/	5
CC1=NN(Cc2ccccc2)C(=O)C1C(c1ccccc1)C(C#N)C#N (centres undefined)	3	1	-2	5	-11	6	5	-2	9
O=C(NCCCn1cccn1)c1cc(COc2ccc(F)cc2Cl)on1	-2	8	0	-3	3	5	2	-1	-1
O=C(NCc1cccs1)C1CCN(S(=O)(=O)c2cccc3cccnc23)CC1	19	5	11	6	-1	4	0	-3	6
CCC(C)[C@H](NC(=O)C1CCN(C(=O)[C@H](Cc2ccccc2)NS(=O)(=O)c2ccc(C)cc2)CC1)C(=O)O (some centres undefined)	-7	-5	12	2	0	5	0	-6	7
CCCCn1c(N)c(N(Cc2ccccc2OC)C(=O)c2ccc(N3CCCC3=O)cc2)c(=O)[nH]c1=O	-2	0	0	4	3	10	0	0	-1
COc1ccc(CCNC(=O)COc2ncnc3cc([N+](=O)[O-])ccc23)cc1	-2	2	4	0	-11	4	1	-8	8
CCOC(=O)c1ccccc1NC(=O)COC(=O)C(CCSC)NC(=O)COc1ccccc1 (centres undefined)	2	5	-5	6	-5	6	-4	1	6
CN(CC(=O)Nc1ccc(F)cc1)C(=O)COC(=O)/C=C/c1ccc(OC(F)F)cc1	2	1	2	4	0	3	-3	-6	4
N#Cc1ccncc1S(=O)c1ccc(Cl)cc1 (centres undefined)	0	1	1	-5	0	-6	6	3	6
Cc1ccccc1NC(=S)N(CCN(C)C)C(C)c1cccnc1 (centres undefined)	-2	6	13	-3	1	7	4	2	6
O=C(/C=C/c1ccccc1)NCCCNC(=O)/C=C/c1ccccc1	-4	2	1	2	-1	-1	-4	0	18
Cc1c(NC(=O)C(C)OC(=O)c2c3c(nc4ccccc24)CCC(C)C3)c(=O)n(-c2ccccc2)n1C (centres undefined)	-4	-1	-5	2	-2	-9	-1	2	2
NC(N)=NS(=O)(=O)c1ccc(NC(=S)NC(=O)/C=C/c2ccc(F)cc2)cc1	-4	-3	6	-4	0	6	2	3	7
c1ccc2c(SCc3cn4ccccc4n3)nncc2c1	-1	4	3	4	1	11	5	-1	4
O=C(Nc1cccc2c1CCCC2)c1ccccc1Cl	-3	-2	2	-6	1	-4	2	-2	-7
O=C(COC(=O)c1cc(=O)[nH]c(=O)[nH]1)Nc1cccc(S(=O)(=O)N2CCOCC2)c1	2	3	0	1	0	8	1	6	0
CN(C)CCN(C)Cc1c2ccccc2c(CN(C)CCN(C)C)c2ccccc12	6	0	2	12	1	-2	3	6	8
COc1ccc(OC)c(-c2cc(C(=O)Nc3cc(C)n(Cc4ccc(Cl)cc4)n3)no2)c1	-4	2	-14	-29	4	1	-16	0	-11
O=C(COc1ncnc2ccccc12)Nc1cccc([N+](=O)[O-])c1	0	1	4	-3	-3	-3	0	1	3
CCOc1ccccc1C(=O)N1CCN(c2cccc(Cl)c2)CC1	5	1	5	3	3	-1	-1	0	2
O=C(NCc1ccccc1Cl)NCc1ccccc1Cl	8	0	5	-4	0	7	0	0	3
CN1CCCN(Cc2ccccc2C(F)(F)F)CC1	7	0	4	2	-6	3	1	2	0
O=C(c1ccc(F)cc1)N1CCC(C(=O)N2CCN(c3ncccn3)CC2)CC1	/	-2	6	-2	-1	/	/	/	4
COc1ccc(-c2ccc(C#N)c(OC(=O)c3c(Cl)cccc3Cl)n2)cc1	-6	1	-4	-17	2	-7	-13	-1	-6
CCN(CC)C(=O)Cn1cc(C(=O)C(=O)N2CCCc3ccccc32)c2ccccc21	3	3	3	0	3	3	0	-2	2
COc1ccc(/C=N/NC(=O)c2ccoc2C)cc1COc1c(C)cccc1C	-21	1	-3	-13	-3	-11	-16	-17	1
COc1ccc(F)cc1S(=O)(=O)NCC1CCCO1 (centres undefined)	-3	5	10	2	6	7	-3	3	-1
CN(C)c1ccc(/C=C/C(=O)c2cc(Cl)ccc2O)cc1	4	5	-18	-16	-12	-37	-7	-11	-5
CCOC(=O)CSC1=C(C#N)C(c2ccccc2OCC)C(C#N)C(=O)N1 (centres undefined)	3	1	-1	-3	4	6	5	0	4
COc1cc(C=O)ccc1OCC(=O)N1CCCC1	3	3	-1	-4	-3	-4	-3	0	-3
CCCNC(=O)C(Cc1ccc(F)cc1)NC(=O)c1ccc(C#N)cc1 (centres undefined)	7	0	-1	7	-2	/	/	0	11
CCCn1nnc(NC(=O)c2cccc(Cl)c2)n1	-2	-4	7	3	-4	0	0	1	6
CCCCn1c(N)c(N(CC(C)C)C(=O)C2CSC3(C)CCC(=O)N23)c(=O)[nH]c1=O (centres undefined)	1	4	-4	1	-2	-2	0	-1	0
CCOC(=O)C(C)c1c(C(=O)c2ccc(C)nc2)c2ccccc2n1C (centres undefined)	1	6	/	/	-2	-9	1	1	/
COc1ccc(CN2CCNC(=O)C2CC(=O)NC2CC(C)(C)CC(C)(C)C2)cc1OC (centres undefined)	1	2	7	0	-1	12	-2	4	13
Cc1ccc(S(=O)(=O)/N=C2/NC(=O)/C(=C/c3cc([N+](=O)[O-])ccc3O)S2)cc1	-18	41*	44*	48*	1	-111	18*	0	61*
Cc1cc(N2CCC(C(=O)NC3CC3)CC2)nc(-c2ccccc2)n1	3	-2	3	-2	-1	-2	0	0	1
COc1ccc(OCCn2cc(/C=N/NC(=O)c3ccncc3)c3ccccc32)cc1	32*	21	12	-5	-6	-5	9	-7	0
O=C1CCCC2=C1C(c1ccco1)Nc1ccc(C(=O)c3ccccc3)cc1N2 (centres undefined)	-2	8	12	12	2	11	5	0	6

PME-1 primary: entries above that show a hit.
Molecule | PME-1 primary | pPAFAH inh | PAFAH1B3 FP inh | PAFAH2 inh | PAD4 inh | PAFAH1B2 inh
COc1ccc(OCCn2cc(/C=N/NC(=O)c3ccncc3)c3ccccc32)cc1 | 32* | 21 | 12 | -5 | -6 | 0

(next part)
SMILES	PME-1 primary	pPAFAH inh	PAFAH1B3 FP inh	PAFAH2 inh	PAD4 inh	GSTO1 inh	Fam108B inh	LYPLA1 counter	PAFAH1B2 inh
CC(=O)N1CCN(C(=O)c2ccc(OC3CCN(CCc4ccccc4)CC3)cc2)CC1	4	5	2	-2	1	5	-3	1	-3
CCC(=O)N(Cc1cc(=O)[nH]c2ccccc12)c1ccc(C)cc1	5	4	-3	6	15*	-17	3	-3	3
COc1ccc(CCn2c3c(c(=O)[nH]c2=O)C(NC(=O)c2cccs2)(C(F)(F)F)C(=O)N3)cc1OC (centres undefined)	0	-5	7	3	3	-3	0	1	0
COCC1CCN(Cc2cn[nH]c2-c2ccc(OC)cc2F)C1 (centres undefined)	-4	-4	5	-6	-2	-4	-2	-1	0
Cc1ccc(N(C)S(=O)(=O)c2cccc(C(=O)NC3=NCCS3)c2)cc1	-3	6	2	7	-2	-5	-5	-6	0
Cc1cc(Cl)c2oc(C(=O)N3CCC(O)(c4ccccc4)CC3)c(C)c2c1	5	4	8	-2	-3	4	-1	-4	3
O=C1NC(=O)C2C1C(c1ccccc1)N1C3C(=O)NC(=O)C3C(c3ccccc3)N21 (centres undefined)	0	2	9	-1	-4	4	0	-3	0
N#Cc1nc(-c2ccc(OCc3ccc(Cl)cc3)cc2)oc1NCCCn1ccnc1	2	-3	2	2	0	-5	8	1	13
COc1ccc(C2=NOC(CNC(=S)N3CCOCC3)C2)cc1 (centres undefined)	7	-2	2	8	-4	1	0	-2	6

Whole records, quoted from the list. Order of screens: PME-1 primary, pPAFAH inh, PAFAH1B3 FP inh, PAFAH2 inh, PAD4 inh, GSTO1 inh, Fam108B inh, LYPLA1 counter, PAFAH1B2 inh
`COc1ccc(C2=NOC(CNC(=S)N3CCOCC3)C2)cc1` (centres undefined) across the screens: 7, -2, 2, 8, -4, 1, 0, -2, 6
`Cc1ccc(N(C)S(=O)(=O)c2cccc(C(=O)NC3=NCCS3)c2)cc1` across the screens: -3, 6, 2, 7, -2, -5, -5, -6, 0
`O=C1NC(=O)C2C1C(c1ccccc1)N1C3C(=O)NC(=O)C3C(c3ccccc3)N21` (centres undefined) across the screens: 0, 2, 9, -1, -4, 4, 0, -3, 0
`CCC(=O)N(Cc1cc(=O)[nH]c2ccccc12)c1ccc(C)cc1` across the screens: 5, 4, -3, 6, 15*, -17, 3, -3, 3
`Cc1cc(Cl)c2oc(C(=O)N3CCC(O)(c4ccccc4)CC3)c(C)c2c1` across the screens: 5, 4, 8, -2, -3, 4, -1, -4, 3
